# TROY NFkB inh: TROY signaling inhibition; Q293 LMP1-TROYcd NF-kB luciferase reporter, 4 h; inhibition, % at 10 µM; 360,000 tested, 0.98% active; AID 1347056;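 active = compounds whose plate-normalised and pattern-corrected inhibition of the luciferase reporter signal at the single screening dose is 50% or more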
# CF NFkB block: cystic fibrosis NF-kB activation inhibition; KKLEB NF-kB-GFP reporter, PAF-induced, GFP fluorescence overnight; inhibition, % at 5 µM; 360,000 tested, 0.86% active;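 active = at least 50% inhibition at 5 µM, scaled per plate between neutral and stimulator controls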;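 note: PAF is a Pseudomonas aeruginosa culture filtrate used as stimulus; plate controls were PAF-stimulated DMSO wells for no effect and unstimulated DMSO wells for full effect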
# NR5A2 inv ag: suppresses constitutive activity of human LRH-1; HEK293T StAR-luciferase reporter, LRH-1 transfected, 24 h; inhibition, % at 3.6 µM; 360,000 tested, 0.13% active; O00482;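 active = inhibition above the mean inhibition of all tested compounds plus 3 SD, cut at about 73% in these data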;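 note: 0% = DMSO wells and 100% = reporter-only cells lacking LRH-1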
# KKLEB tox: counter-screen for CF NF-kB inhibitors: cytotoxicity. KKLEB CF airway cells viability, ATPlite luminescence, overnight; active compounds read low; cells stimulated with P. aeruginosa culture filtrate. 360,000 tested, 0.36% active. activity change (cytotoxicity), % at 5 µM;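 active = corrected activity change at or below -50% at 5 µM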
# NR2F2 inh: NR2F2 (human) inhibition, primary screen; P24468; HEK293T NGFI-A luciferase reporter, luminescence; inhibition, % at 8.6 µM; 370,000 tested, 0.7% active; AID 686940;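 active = inhibition above a per-plate cutoff, mean inhibition of test wells between control levels plus 3 SD, cut at about 38% in these data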;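 note: cells cotransfected with COUP-TFII expression vector driving the NGFI-A reporter; 0% = median of COUP-TF2 test wells and 100% = reporter-only cells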
# NCOA3 inh: inhibits human SRC3 coactivator | Q9Y6Q9 | HEK293 GAL4-SRC3 luciferase reporter, luminescence | inhibition, % at 3.6 µM | 360,000 tested, 0.17% active;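 active = inhibition above a per-campaign cutoff, the mean of all compounds plus 3 SD, cut at about 60% in these data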;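 note: 0% = DMSO-treated cells and 100% = gossypol-treated cells at 36 µM; higher means less SRC3-driven luciferase light from the GAL4 reporter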
# SRC1 inh: human NCOA1 inhibition. Q15788. HEK293 GAL4-SRC1 luciferase reporter, luminescence. inhibition, % at 3.6 µM. 360,000 tested, 0.12% active;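 active = inhibition above the campaign mean plus 3 SD, with each screening campaign given its own cutoff, cut at about 60% in these data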;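 note: 0% = DMSO treated cells and 100% = gossypol at 36 µM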
# Target sequence (Q15788 whole entry, looked up, the tested form may be a part): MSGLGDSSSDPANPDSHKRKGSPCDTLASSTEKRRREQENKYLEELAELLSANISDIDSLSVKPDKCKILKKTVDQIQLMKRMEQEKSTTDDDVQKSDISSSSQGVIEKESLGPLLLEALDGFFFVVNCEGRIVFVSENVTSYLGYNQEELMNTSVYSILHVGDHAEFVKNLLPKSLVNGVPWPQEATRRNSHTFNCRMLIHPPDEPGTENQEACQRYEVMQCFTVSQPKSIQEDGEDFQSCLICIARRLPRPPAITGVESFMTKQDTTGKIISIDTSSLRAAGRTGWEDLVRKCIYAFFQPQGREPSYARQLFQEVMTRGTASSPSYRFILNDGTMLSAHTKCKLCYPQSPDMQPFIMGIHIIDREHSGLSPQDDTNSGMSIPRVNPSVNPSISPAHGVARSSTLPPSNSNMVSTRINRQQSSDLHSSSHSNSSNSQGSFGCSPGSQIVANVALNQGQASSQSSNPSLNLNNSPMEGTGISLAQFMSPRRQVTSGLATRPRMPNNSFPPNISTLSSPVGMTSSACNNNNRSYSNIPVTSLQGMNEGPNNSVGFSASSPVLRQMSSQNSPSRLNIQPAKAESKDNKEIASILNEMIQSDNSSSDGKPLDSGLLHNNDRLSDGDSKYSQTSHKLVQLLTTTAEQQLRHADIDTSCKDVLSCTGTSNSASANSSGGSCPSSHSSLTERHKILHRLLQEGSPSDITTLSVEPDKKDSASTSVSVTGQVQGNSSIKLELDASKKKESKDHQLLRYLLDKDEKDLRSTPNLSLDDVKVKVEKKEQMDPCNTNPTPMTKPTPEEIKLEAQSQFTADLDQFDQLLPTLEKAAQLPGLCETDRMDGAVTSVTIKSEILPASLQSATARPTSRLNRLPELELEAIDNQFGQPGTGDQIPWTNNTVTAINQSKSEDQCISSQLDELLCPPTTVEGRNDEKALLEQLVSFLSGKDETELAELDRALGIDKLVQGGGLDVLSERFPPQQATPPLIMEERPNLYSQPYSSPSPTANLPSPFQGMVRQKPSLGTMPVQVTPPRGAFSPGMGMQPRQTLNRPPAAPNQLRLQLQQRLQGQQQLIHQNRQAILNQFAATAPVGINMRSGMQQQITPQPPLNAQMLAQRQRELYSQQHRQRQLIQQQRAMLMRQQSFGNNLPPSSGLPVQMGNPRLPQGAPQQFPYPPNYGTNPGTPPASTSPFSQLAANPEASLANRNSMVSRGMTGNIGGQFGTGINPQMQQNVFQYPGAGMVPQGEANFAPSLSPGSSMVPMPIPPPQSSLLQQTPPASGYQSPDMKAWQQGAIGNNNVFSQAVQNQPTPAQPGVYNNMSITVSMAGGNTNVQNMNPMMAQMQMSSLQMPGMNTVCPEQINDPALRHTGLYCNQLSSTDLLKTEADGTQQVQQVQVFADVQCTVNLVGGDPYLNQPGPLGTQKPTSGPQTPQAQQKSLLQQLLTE
# C8 TRAIL sens: sensitizes caspase-8 expressing cells to TRAIL; inhibition (viability loss, TRAIL sensitization), % at 10 µM; AID 624354; NB7+C8 cells + TRAIL, ATPlite viability luminescence; 360,000 tested, 1% active;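 active = compounds causing at least 50% loss of cell viability in the single-dose screen, relative to plate controls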
# LMP1 NFkB inh: Epstein-Barr LMP1 NF-kappaB reporter inhibition; LMP1-induced NF-kappaB luciferase reporter cells, luminescence; inhibition, % at 12.5 µM; 350,000 tested, 0.69% active; AID 504558; in the data active = inhibition above about 41%;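 note: 0% = neutral control wells and 100% = reference inhibitor control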
# NCOA2 inhibitor: inhibits human steroid receptor coactivator 2 | inhibition, % at 9 µM | AID 651957 | 370,000 tested, 0.17% active | Q15596 | HEK293 GAL4-SRC2 luciferase reporter, luminescence;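 active = inhibition above the mean inhibition of all tested compounds plus 3 SD, set per campaign, cut at about 52% in these data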;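 note: 0% = DMSO treated cells and 100% = cells given Gossypol at 36 µM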
# TWEAK-Fn14 inh: blocks TWEAK-Fn14 interaction in a reporter cell assay; TWEAK-stimulated Fn14 reporter cells, luciferase luminescence, 8 h; inhibition, % at 10 µM; 360,000 tested, 2% active; AID 1159606; in the data active = inhibition above about 50%
# Starred values were filed as active, the others as inactive; . = not tested or not shown. Rows were taken by chance. Share with any hit: about 4.2%.
item	SMILES	NCOA2 inhibitor	NR5A2 inv ag	NR2F2 inh	TROY NFkB inh	TWEAK-Fn14 inh	C8 TRAIL sens	LMP1 NFkB inh	NCOA3 inh	CF NFkB block	SRC1 inh	KKLEB tox
1	CC1CN(S(=O)(=O)c2cccs2)CC(C)O1 (stereo unspecified)	2	-12	4	-18	0	-14	-25	16	17	2	2
2	COc1cccc(CNC(=O)CCCc2nnc3n(C)c(=O)c4sccc4n23)c1	-7	-14	5	6	0	-3	-4	-3	-9	-5	-18
3	Cc1cccc(N2CCN(C(=S)Nc3ccc4nc(N5CCOCC5)cc(C)c4c3)CC2C)c1 (stereo unspecified)	11	-9	-7	5	0	2	-8	-3	-7	-13	-4
4	CCOc1ccc2[nH]c(=O)c(CN(Cc3nnnn3Cc3ccccc3)CC3CCCO3)cc2c1 (stereo unspecified)	0	-20	-2	4	21	21	11	5	-25	2	3
5	COc1cc(C2CC(=O)c3cnc(NC(C)=O)nc3C2)cc(OC)c1OC (stereo unspecified)	-4	19	2	8	7	4	0	-5	-2	-1	-7
6	NC(=O)NC(=O)COC(=O)c1ccccc1OCc1ccc(F)cc1	20	4	4	12	-28	-4	0	16	26	10	11
7	COCCn1c(COc2ccc(C)cc2)nc2ccccc21	-27	-69	-15	.	65*	19	-9	-55	7	-35	0
8	Cc1ccc(C(=O)NC(=S)Nc2ccccc2N2CCOCC2)cc1C	.	-8	.	0	-11	9	10	-12	-20	5	3
9	CC(=O)C(Cc1ccccc1)NC(=O)COC(=O)CCN1C(=O)C2CC=CCC2C1=O (stereo unspecified)	14	6	-19	7	12	6	4	4	-9	-17	3
10	COC(=O)c1ccc[n+](CCc2c[nH]c3ccccc23)c1	-2	7	-12	6	7	0	3	18	12	-16	8
11	COC(=O)c1ccc(NC(=O)CN2CCN(S(=O)(=O)c3ccc(Br)cc3)CC2)cc1	12	11	-28	-9	6	2	-1	5	-21	-20	1
12	c1ccc(Cn2nnc3c(NCC4CCCO4)nc(C4CC4)nc32)cc1 (stereo unspecified)	-43	7	10	11	32	-9	5	17	8	2	-14
13	COC(=O)[C@]12CCCCC=C1N(Cc1ccccc1)C(=O)[C@H](CC(=O)NCCC(C)C)C2	-15	-1	-6	-19	-8	-8	.	.	.	.	.
14	CCOc1ccc(/C=N/NC(=O)C2CCCC2)c(OCC)c1	-9	-6	10	14	-1	-17	14	8	6	6	-1
15	CC(C(=O)OCc1nnc(-c2ccccc2)o1)N1C(=O)c2ccccc2C1=O (stereo unspecified)	-30	-18	-11	-33	-17	0	-7	-56	-2	-38	4
16	CCN(CC)C(=O)NC1CC2CCCC(C1)N2Cc1ccccc1 (stereo unspecified)	8	21	-1	12	-3	-26	-9	12	-4	11	10
17	COC(=O)c1c(NC(=O)c2cccnc2)sc(C)c1C	.	20	.	7	-3	-6	2	9	-43	11	3
18	CC1=Nc2cc(C(=O)N3CCCCC3)ccc2Sc2ccc(C)cc21	8	-7	-5	13	-19	-8	-3	-24	-2	-10	-8
19	COc1ccc(-c2[nH]ncc2/C=N\NC(=O)c2ccc(Br)o2)cc1OC	-49	-15	-2	-35	-13	16	-1	-5	2	-31	2
20	N#CC(C#N)=C1NC2(CCCC2)Cc2ccccc21	8	-5	-4	14	15	19	6	15	2	0	-2
21	O=C(CSc1nnc(NC(=O)c2ccccc2[N+](=O)[O-])s1)NCc1ccco1	-2	-7	23	-5	-8	-4	-10	14	23	-3	-8
22	Cc1ccc(C(=O)N2Cc3ccccc3CC2C(=O)O)cc1 (stereo unspecified)	7	13	-1	-19	15	-6	0	11	10	-5	-5
23	C[C@H](NC(=O)c1ccco1)C(=O)Nc1ccc(C#N)cc1	-5	11	0	18	-6	16	4	-1	13	1	-4
24	CCC(C)(C)NC(=O)C(c1cccc(OC)c1OC)N(C(=O)CCC(=O)Nc1cc(C)on1)c1ccc2c(c1)OCCO2 (stereo unspecified)	7	1	1	31	12	-6	-2	-3	-9	-10	-5
25	COc1ccc(N(Cc2cc3cc(OC)ccc3[nH]c2=O)C(=O)c2cccnc2)cc1	-30	5	13	-2	5	9	-2	3	-2	8	-6
26	Cc1ccc(S(=O)(=O)Nc2ccc3c(c2)C(=O)N([C@@H](C)CO)C[C@@H](C)[C@@H](CN(C)S(=O)(=O)c2ccccc2)OCCCC[C@H](C)O3)cc1	-20	8	-3	-3	8	-9	2	-13	5	2	9
27	COc1ccccc1NC(=O)Cn1cc(C(=O)C(=O)N2CCOCC2)c2ccccc21	14	-5	-6	24	10	-10	0	1	-7	-16	-3
28	COC(=O)c1cc(-c2ccccc2)on1	-5	20	-7	-26	-29	-12	1	12	-8	6	2
29	O=C(C1=C[C@@H](c2coc3ccccc3c2=O)C[C@@H](OCc2ccc(CO)cc2)O1)N1CCN(Cc2ccc3c(c2)OCO3)CC1	-12	-5	11	-4	13	4	-1	-31	-2	-4	14
30	O=C(c1cccnc1Nc1ccccc1F)N1CCOCC1	4	1	1	-5	-4	6	2	8	-9	15	5
31	CC(=O)Nc1ccc(NC(=O)CC2(CC(=O)N3CCOCC3)CCCC2)cc1	0	9	-1	-20	7	-3	1	-13	6	13	15
32	Cc1csc(SCC(=O)Nc2nnc(C)s2)n1	-20	-12	17	1	-7	-16	1	12	16	13	-2
33	C=CCn1c(C)cc(C(=O)CSc2nnc(Cc3ccccc3)o2)c1C	-4	-38	-20	-8	5	14	-8	4	-5	-21	8
34	Cc1[nH]c(=O)c(C#N)c2c1CSC(C)(C)C2	-16	9	-2	15	1	-22	-2	8	1	6	20
35	CCOC(=O)N1CCN(C2=Nc3cccc4cccc2c34)CC1	-20	-36	-6	14	-13	9	-16	-13	-29	28	4
36	O=C(CN1CCCCC1)N/N=C/c1cccc(C(F)(F)F)c1	24	-3	4	7	1	12	2	16	9	-11	2
37	C=CCn1c(=O)c(C(C)=O)cn(N(C)c2ncc(C(F)(F)F)cc2Cl)c1=O	-37	-3	-11	15	10	5	-11	7	2	15	3
38	Cc1[nH]c2ccc(C(=O)NCCCN3CCCCCC3)cc2c1C	16	7	1	-21	-11	0	3	-13	-26	-13	7
39	Cc1ccc(NC(=O)NCc2nc3ccccc3n2C)cc1	-14	6	8	-11	-2	-25	3	12	-9	5	0
40	COc1ccc(/C=C/C(=O)OC(C)CN2CCOCC2)cc1 (stereo unspecified)	-8	-10	-1	14	21	4	5	-9	-2	9	-6
41	Cn1sccc1=O	-30	4	15	9	0	-3	1	-10	-22	12	6
42	Nc1ccc2c(c1)C(=O)c1ccccc1-2	6	-16	-9	-11	-21	-19	5	2	5	-7	1
43	COc1ccc(N(CC(=O)Nc2ccc(C)cn2)S(=O)(=O)c2c(C)nn(C)c2C)cc1	-12	1	11	-15	3	4	2	-1	-22	7	-2
44	CCC(=O)NC(c1cc(Cl)c2cccnc2c1O)C1CC1 (stereo unspecified)	-6	1	14	4	17	10	40*	25	2	10	-10
45	Cc1cnc(NC(=O)CCCNC(=O)c2ccc(Cl)cc2)s1	-75	-76	-54	-53	-13	9	-22	-79	-7	-49	-10
46	Cc1ccc(S(=O)(=O)CC(=O)Nc2ccc(S(=O)(=O)Nc3onc(C)c3C)cc2)cc1	14	7	2	3	-4	9	4	15	-8	-17	-3
47	O=C(Nc1ccccc1N1CCOCC1)C1CCCCN1S(=O)(=O)c1ccccc1 (stereo unspecified)	11	-15	27	15	6	11	1	21	-37	-39	3
48	OCc1ccccc1-c1nc(NCc2ccccc2)nc2ccsc12	-36	4	-2	1	7	-9	.	5	36	4	-28
49	CSC(=NS(=O)(=O)c1ccccc1)NNC(=O)c1c(-c2c(Cl)cccc2Cl)noc1C	3	-8	-8	-2	-18	2	.	5	18	12	-9
50	CCc1nnc(NC(=O)c2ccc(-c3ccc(Cl)cc3)o2)s1	0	-4	15	-26	-25	12	4	-18	-18	-16	12

# Next section.
item	SMILES	NCOA2 inhibitor	NR5A2 inv ag	NR2F2 inh	TROY NFkB inh	TWEAK-Fn14 inh	C8 TRAIL sens	LMP1 NFkB inh	NCOA3 inh	CF NFkB block	SRC1 inh	KKLEB tox
51	CC(C)(C)n1nnnc1C(c1ccccc1)N1CCN(c2c(Cl)cncc2Cl)CC1 (stereo unspecified)	3	15	-4	4	-24	13	.	.	.	.	.
52	Cc1cccc(NC(=O)CSc2nnc(-c3cc(C)n(-c4ccccc4)c3C)o2)c1C	20	3	-19	44	3	1	4	-13	-9	9	6
53	CC(C)OC(=O)CSc1nc2cccnc2n1-c1ccc(F)cc1	3	10	-1	-11	4	2	-1	12	2	2	-4
54	Cc1ccc(S(=O)(=O)N2[C@@H](c3cccc(Cl)c3)C(C(=O)O)=CC[C@H]2c2ccc3c(c2)OCO3)cc1	-20	9	-5	11	15	4	-4	0	12	-11	14
55	CCOC(=O)c1[nH]c(C)c(C(=O)N2CCc3c([nH]c4ccccc34)C2c2ccccn2)c1C (stereo unspecified)	-8	20	27	24	8	-2	-1	10	15	7	-3
56	Cn1c(SCc2c(F)cccc2Cl)nnc1-c1cnccn1	-74	-108	-37	-1	6	-13	-19	-63	-12	-66	-3
57	CCCSCCCNC(=O)Cn1nc(CC)n2c(cc3c(OC)cccc32)c1=O	9	-12	-4	3	1	7	3	9	-1	7	-6
58	CCC(/C=N/NC(=O)CCCCC(=O)N/N=C/C(CC)CC)CC	15	1	7	0	12	0	-8	8	11	-5	1
59	Brc1ccc(-c2nnc3n2C2(CCCC2)Cc2ccccc2-3)o1	-6	-5	2	15	5	-21	-4	-2	17	-9	-7
60	Cn1nc(C(=O)NC2CCCc3ccccc32)ccc1=O (stereo unspecified)	7	7	-4	8	17	0	6	11	8	0	-1
61	CCOc1ccc(-c2nnc(SCC(=O)Nc3ccc4c(c3)c3ccccc3n4CC)n2N)cc1	-4	-13	-1	-9	-4	45	-28	-11	41	13	13
62	CCCS(=O)(=O)N1CCC(C(=O)NCCN(CC)c2ccccc2)CC1	9	0	4	0	-11	-3	0	-12	-2	-73	1
63	CC(=O)NS(=O)(=O)c1ccc(NC(=O)/C=C/c2ccccc2Cl)cc1	-18	8	11	8	0	36	-7	7	-7	-8	5
64	COc1cccc(NC(=O)COC(=O)c2ccc(C)c(S(=O)(=O)N3CCCCC3)c2)c1	-15	-11	-2	8	-7	9	-3	14	-8	-4	-18
65	S=C(NCc1ccc(Cl)cc1)Nc1ccccc1	6	0	-3	-22	-24	20	-29	10	-8	-8	2
66	CCCOc1ccc(/C=N/Nc2ccc(C(=O)O)cc2)c(OCCC)c1	-48	-52	0	15	-1	-7	-4	5	-5	-23	13
67	CC(C)N(Cc1ccccc1)C(=O)COC(=O)c1ccc2c(c1)OCCO2	-18	19	-3	-4	2	-9	-3	7	-14	-16	-2
68	O=C(O)CCCC(=O)NNc1nc(-c2ccccc2)c2cc(Cl)ccc2n1	33	4	12	-3	14	2	1	-19	-16	-3	16
69	CC(C)NC(=O)CSc1ccccc1C(=O)N1CCN(S(=O)(=O)Cc2ccccc2)CC1	-14	-9	-2	-4	-8	7	11	8	2	-8	-3
